Bioassay records as filed in PubChem BioAssay.
SMARCA2 activ – SMARCA2 (BRM) function activators, primary screen, cell-based, luminescence, high throughput; MG213 cells, MMTV-luciferase reporter, dexamethasone, overnight; activation, % at 9.1 µM; hit rate 1% among 370,000; AID 652017, 2013; in the data active means activation above about 7.8%;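 further: 0% = vehicle wells and 100% = reference activator wells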
GC-A act – GC-A stimulated cGMP production enhancers – HEK293 GC-A cells, cGMP TR-FRET, EC30 ANP, primary screen. 0% at EC30 ANP, 100% saturating ANP. activation, % at 10 µM. hit rate 0.14% among 370,000. AID 1671463, 2021; in the data active means activation above about 40%
Target sequence (P16066 whole entry, looked up): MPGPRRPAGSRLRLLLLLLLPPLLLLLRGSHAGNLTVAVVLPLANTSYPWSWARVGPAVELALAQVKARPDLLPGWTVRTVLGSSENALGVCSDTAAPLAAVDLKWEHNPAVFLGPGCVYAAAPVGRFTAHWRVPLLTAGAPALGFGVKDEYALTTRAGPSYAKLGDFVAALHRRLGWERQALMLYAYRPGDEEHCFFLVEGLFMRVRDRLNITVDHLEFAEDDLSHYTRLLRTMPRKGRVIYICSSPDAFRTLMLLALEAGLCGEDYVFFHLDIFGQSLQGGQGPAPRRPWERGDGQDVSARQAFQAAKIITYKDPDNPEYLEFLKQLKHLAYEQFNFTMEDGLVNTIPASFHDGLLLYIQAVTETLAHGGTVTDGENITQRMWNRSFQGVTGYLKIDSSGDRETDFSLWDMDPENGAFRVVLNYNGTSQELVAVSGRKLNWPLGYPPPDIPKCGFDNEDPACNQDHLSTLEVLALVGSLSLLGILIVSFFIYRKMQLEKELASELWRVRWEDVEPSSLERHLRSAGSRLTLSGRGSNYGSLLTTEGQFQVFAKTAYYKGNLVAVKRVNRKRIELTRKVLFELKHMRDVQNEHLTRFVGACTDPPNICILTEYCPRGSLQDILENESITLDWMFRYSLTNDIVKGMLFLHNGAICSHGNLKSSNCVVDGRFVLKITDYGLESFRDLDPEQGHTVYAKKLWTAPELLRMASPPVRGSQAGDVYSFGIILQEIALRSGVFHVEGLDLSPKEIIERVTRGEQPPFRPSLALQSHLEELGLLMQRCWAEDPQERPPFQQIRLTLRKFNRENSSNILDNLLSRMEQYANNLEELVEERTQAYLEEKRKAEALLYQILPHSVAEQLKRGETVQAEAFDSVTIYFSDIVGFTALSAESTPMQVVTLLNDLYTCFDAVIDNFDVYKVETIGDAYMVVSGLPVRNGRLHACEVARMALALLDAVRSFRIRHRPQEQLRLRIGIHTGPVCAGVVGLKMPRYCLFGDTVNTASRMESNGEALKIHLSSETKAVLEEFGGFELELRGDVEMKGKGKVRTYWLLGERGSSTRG
hcDAF12 agonist – H. contortus DAF-12 nuclear receptor activators, primary screen, cell-based, luminescence, HEK293, lit1-tk-luc reporter; activation, % at 6.8 µM; HEK293 hcDAF-12 lit1-tk-luc reporter; 0% DMSO, 100% Δ7-dafachronic acid; hit rate 1.4% among 370,000;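 active means activation above the mean of all tested compounds plus 3 SD, cut at about 5.5% in these data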;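 further: 100% = response to 3 µM Δ7-dafachronic acid high control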
GAA850 FXN act – FXN promoter activators, primary screen, cell-based, luciferase luminescence, HEK293 lucGAA850; hit rate 0.56% among 360,000; AID 540364, 2011; activation, % at 6 µM; HEK293 lucGAA850 FXN promoter luciferase reporter, 24 h; percent of 10 µM SAHA response;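 active means activation above the average of all compounds screened plus 3 SD, cutoff fixed separately per campaign, cut at about 7.5% in these data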;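 further: 0% = DMSO wells and 100% = 10 µM SAHA wells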
ssDAF-12 act – S. stercoralis DAF-12 nuclear receptor activators, primary screen, cell-based, luminescence, HEK293, GRIP1 co-expression, lit1-tk-luc; HEK293 ssDAF-12/GRIP1 lit1-tk-luc reporter; % of 3 µM dafachronic acid response; Nuclear hormone receptor DAF-12 (Strongyloides stercoralis); hit rate 1% among 370,000; activation, % at 6.8 µM;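 active means activation above the mean over all tested compounds plus 3 SD, cut at about 0.9% in these data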;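 further: 0% = DMSO-only wells and 100% = 3 µM delta7-dafachronic acid wells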
DAX1 inh-1 – DAX1 (NR0B1) inhibitors, primary screen, cell-based, HEK293, Gal4-DAX1, luciferase luminescence. Nuclear receptor subfamily 0 group B member 1 (Homo sapiens), P51843. HEK293 Gal4-DAX1 luciferase reporter. inhibition, % at 6.75 µM. hit rate 0.99% among 340,000. AID 504766, 2011;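 active means inhibition above the mean over all tested compounds plus 3 SD, cut at about 4.2% in these data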;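 further: 0% = DAX1-transfected cells with DMSO and 100% = empty-vector control cells with DMSO; inhibition shows as a rise in luminescence from relieved DAX1 repression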
HGIII-sPLA2 inh – human group III sPLA2 inhibitors, primary screen, biochemical, QFRET, BODIPY PC-A2 liposome substrate. Group 3 secretory phospholipase A2 (Homo sapiens), Q9NZ20. QFRET BODIPY PC-A2 liposome hydrolysis, fluorescence. inhibition, % at 12.2 µM. hit rate 0.56% among 370,000;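 active means inhibition above mean plus 3 SD of compounds lying within the high and low control bounds, cut at about 19% in these data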;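 further: 0% = median of test compound wells and 100% = no enzyme DMSO wells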
DAX1 inh-2 – DAX1 (NR0B1) inhibitors on StAR promoter, primary screen, cell-based, luminescence, SF-1 (NR5A1), full-length DAX-1 | hit rate 1.1% among 370,000 | AID 652010, 2013 | HEK293T StAR-luciferase reporter, SF-1/DAX-1 repression relief | inhibition, % at 6.8 µM;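 active means inhibition above the mean over all tested compounds plus 3 SD, cut at about 3.6% in these data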;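 further: 0% = DAX-1 cells with DMSO and 100% = cells lacking DAX-1 with DMSO; higher inhibition means more luminescence from relief of DAX-1 repression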
hgDAF-12 ag – H. glycines DAF-12 receptor agonists, primary screen, cell-based, luminescence, HEK293, GAL4 fusion, UAS-luciferase; hit rate 1.8% among 370,000; activation, % at 6.8 µM; Nuclear hormone receptor DAF-12 (Heterodera glycines), GAL4 fusion; HEK293 GAL4-hgDAF12 UAS-luciferase reporter, agonist luminescence; normalized to butyrate control;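 active means activation above a cutoff set at the mean of all screened compounds plus 3 SD, cut at about 10% in these data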;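 further: 0% = DMSO wells and 100% = sodium butyrate wells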
NPR2 activator – human GC-B receptor activators, primary screen, HEK293 GC-B cells, cGMP TR-FRET, EC30 CNP | Atrial natriuretic peptide receptor 2 (Homo sapiens), P20594 | 0% at EC30 CNP, 100% saturating CNP | activation, % at 10 µM | hit rate 0.11% among 370,000;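 active means activation at 10 µM reaching about 35% in either raw or pattern-adjusted values, limit read from the data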
KLK7 zymogen act – proKLK7 zymogen activators, primary screen, biochemical, fluorescence intensity; Kallikrein-7 (Homo sapiens), P49862; purified proKLK7, EDANS-DABCYL substrate fluorescence; 100% is mature enzyme control, 0% vehicle; activation, % at 7 µM; hit rate 0.9% among 370,000; AID 652039, 2013;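 active means activation above the mean of all tested compounds plus 3 SD, computed per campaign excluding outliers beyond control limits, cut at about 13% in these data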
* = called active by the depositor; x = not tested or not shown.

SMILES	SMARCA2 activ	GC-A act	hcDAF12 agonist	GAA850 FXN act	ssDAF-12 act	DAX1 inh-1	HGIII-sPLA2 inh	DAX1 inh-2	hgDAF-12 ag	NPR2 activator	KLK7 zymogen act
O=C(O)c1cccc2cccc(-c3c4ccc(=O)c(O)c-4oc4c(O)c(O)ccc34)c12	-4	-28	0.8	0.6	-1.2	-0.2	9	-0.6	1.0	48*	19*
O=C(NCC1CCCO1)/C(=C\c1cccs1)NC(=O)c1ccccc1 (configuration not stated)	0	2	-1.6	-1.6	-1.9	-0.5	4	0.4	1.9	-3	0.1
CC(=O)c1c(C)cc(C)c(CSc2nc(C)cc(=O)[nH]2)c1C	-2	-5	-2.0	-5.8	-1.7	-1.3	-1	1.0	-3.4	1	0.0
CCN1C(=O)[C@@H]2[C@@H](c3ccc(-c4ccc(F)cc4)cc3)N3CCCC[C@@]3(C(=O)OC)[C@@H]2C1=O	1	2	-1.2	1.7	-1.2	0.5	6	-0.2	-0.2	-7	1.1
Cc1ccc2cc(S(=O)(=O)NCCC(=O)O)ccc2c1	-2	-1	4.1	1.8	-0.8	0.9	6	-0.4	-1.3	3	-0.3
COc1ccc(N=C2CCCN2CC(N)=O)cc1	1	2	-1.2	-0.7	-1.5	0.7	1	-0.3	1.4	3	-0.6
CCc1nc2c(OCc3cccc(Cl)c3)cccn2c1N(C)C(=O)c1ccncc1	-1	3	-1.6	-0.6	-1.6	x	-1	-0.1	-0.6	3	0.1
Oc1ccc(C=NNC(=S)Nc2ccc(F)cc2)c(O)c1	-1	-1	2.3	-0.8	-1.4	-0.7	-8	1.1	8.7	-3	-9.3
CC(C)CCN(CCC(C)C)CC(O)Cn1c2ccccc2c(=O)c2ccccc21 (configuration not stated)	3	-11	-0.8	-3.0	-1.6	-0.5	0	1.2	0.2	-13	6.7
CN(C)c1cccc(-c2nnc(SCCCC#N)o2)c1	3	6	4.7	2.2	0.4	1.1	7	2.3	11*	-2	0.5
CCOc1ccc(CCN2C(=O)C(=O)N([C@@H](Cc3ccc(O)cc3)CN3CCC[C@H]3CN3C(=O)C(=O)NC[C@@H]3Cc3ccccc3)C[C@@H]2Cc2ccc(O)cc2)cc1	-3	5	-0.2	x	-0.2	x	-14	0.8	-0.2	4	-0.2
CCc1ccc(NC(=O)NCCCN2CCCC2=O)cc1	0	4	0.8	2.6	-0.1	0.2	3	2.8	4.4	3	-0.9
COc1ccc(-n2c(C)cc(/C=C3\SC(=S)NC3=O)c2C)cc1	2	-6	-0.4	2.9	-1.0	2.2	1	-0.1	-0.3	5	-0.3
CCc1cccc(C)c1NC(=O)CSc1nc2ccc(N3C(=O)c4ccccc4C3=O)cc2s1	1	0	-1.1	0.4	-0.7	-0.4	4	0.2	-2.4	4	0.5
Cc1ccc(C2CC(C(F)(F)F)n3ncc(C(=O)NCc4ccco4)c3N2)cc1 (configuration not stated)	-1	5	-1.5	3.5	-1.3	-1.1	-35	-0.3	-0.9	11	0.5
CCOC(=O)[C@]12CCCC3=C1N(CCC3)C(=O)[C@@H](CC(=O)NCCCN1CCCC1=O)C2	-3	5	1.0	x	-1.3	x	-1	-0.4	1.2	5	0.0
CCn1cc(CCC(=O)NCc2cccc(OC)c2OC)c2ccccc21	2	-4	-2.5	-1.0	-1.4	-0.1	5	0.0	-3.1	-4	0.6
O=C(NCc1ccccn1)c1cc(-n2cnnc2)ccc1Cl	0	1	2.0	-0.6	-1.6	1.4	1	0.3	0.8	0	-0.2
CCCCNC(=S)N(C)/N=C/c1c(F)c(F)c(F)c(F)c1F	-1	10	2.5	-0.1	-1.2	-0.3	5	0.1	-2.2	18	-0.3
COC(C[C@@H](O)CC(=O)[C@H](C)OCc1ccccc1)OC	-1	3	-0.7	0.6	-0.8	-0.1	7	-0.7	-0.3	1	-0.1
C=CCOc1c2ccc(C(=O)NCc3ccc(C)cc3)cc2nn1C	1	4	-2.5	0.2	-0.9	0.3	-1	-0.2	-0.6	2	11
CCOC(=O)c1c(C(C)(C)C)oc2ccc(OCC#N)cc12	0	-2	-0.8	3.6	-1.5	-1.4	1	-0.1	0.5	5	-0.6
N#CC(=C(O)COC(=O)Cc1c[nH]c2ccccc12)c1nc2ccccc2[nH]1	-1	-11	2.2	0.1	-0.1	-1.0	-34	0.0	-1.4	1	-0.2
O=C(COc1ccc(Br)cc1)NNC(=S)NCc1ccccc1	-4	7	-0.1	2.4	-0.9	-0.1	6	0.6	-1.2	3	0.3
O=C(COC(=O)Cc1cccc(C(F)(F)F)c1)NC(=O)NC1CCCC1	-1	-2	1.2	1.4	-1.5	-0.2	-14	0.5	-0.8	-2	-0.7
Cc1ccccc1-n1c(Cn2c(=O)sc3ccccc32)nnc1SCC(=O)N1CCCC1	-1	0	1.6	-0.2	-1.0	2.7	-4	-0.2	-0.8	-2	0.7
Cc1cccc(N2CCN(S(=O)(=O)c3ccc(-c4cc(C)no4)s3)CC2C)c1 (configuration not stated)	1	0	2.7	3.6	-1.0	0.2	1	2.0	-1.2	3	0.0
O=c1oc2c(CN3CCCCC3)c(O)ccc2c2c1CCCCC2	0	2	-1.0	-1.1	-0.7	0.1	1	-0.1	2.4	-7	68*
COc1ccc(C(=O)NC(=O)COC(=O)C2CC2C)cc1 (configuration not stated)	-2	3	0.0	1.2	-1.1	0.2	9	1.0	3.9	3	0.6
CCc1nc2c(OCc3cccc(Cl)c3)cccn2c1N(C)C(=O)c1ccc(OC)cc1	-3	-5	0.3	-0.5	-1.8	x	-11	-1.3	-2.3	1	0.3
CC(C)=NNc1ncnc2nc[nH]c12	4	-1	0.2	7.5	-0.3	6.3*	4	3.6	4.7	4	0.2
O=C(C/C(=N\NC(=O)c1ccccc1Br)C(F)(F)F)c1cccs1	0	0	-0.8	3.0	-1.6	0.0	-10	0.0	-0.4	2	-0.7
CC1(C)CC(NC(=O)c2cc(Cl)ccc2Cl)CC(C)(C)N1	10*	0	3.6	0.6	-1.0	1.0	4	-0.6	-1.2	1	0.5
COc1ccc(C(=O)NC2CCSc3ccccc32)cc1S(=O)(=O)N1CCOCC1 (configuration not stated)	1	0	2.8	-0.2	-0.7	-0.7	-1	0.3	0.0	1	-0.1
COc1c(F)c(F)c(C(=O)Nc2ccc(NC(=O)c3ccco3)cc2)c(F)c1F	0	-2	-4.3	0.0	-2.1	-1.1	-32	-1.8	-2.7	4	-0.9
O=C(NCCc1ccccc1)Nc1ccc(Cl)cc1	1	0	3.8	4.7	0.7	1.7	6	2.9	13*	-3	0.2
COc1ccc(NC(=O)C2CCN(S(=O)(=O)c3ccc4c(c3)CC(C)N4C(C)=O)CC2)cc1OC (configuration not stated)	0	1	-0.9	1.2	-0.9	0.0	0	0.3	-2.4	-1	-0.8
Cc1cc(C(=O)OCC(=O)N2CCC(c3ccccc3)=N2)ccc1[N+](=O)[O-]	2	0	-1.9	-0.7	-0.7	0.4	-4	-0.8	-0.5	0	0.0
C=CCOc1cccc(C2c3c(oc4ccc(F)cc4c3=O)C(=O)N2CCCN2CCOCC2)c1 (configuration not stated)	1	0	1.2	-2.4	-0.6	0.4	-8	1.1	4.4	1	-0.7
Cc1ccc(COc2ccc(/C=N/NC(=O)CN3CCCCC3)cc2)cc1	5	4	0.1	0.7	-0.9	3.4	-11	0.5	11*	-4	-0.4
COc1ccc([N+](=O)[O-])cc1N(CC(=O)NCCSc1ccccc1)S(C)(=O)=O	0	-2	0.6	1.8	-1.1	0.4	-1	0.1	-0.9	-4	-0.4
COCCNS(=O)(=O)c1cc(OC)ccc1OC	1	2	-0.4	-0.2	-1.4	0.3	-2	1.0	1.2	1	-0.1
Cc1ccccc1NC(=S)N(Cc1ccco1)C(C)c1ccccn1 (configuration not stated)	-2	-3	0.0	0.0	-1.3	1.7	2	-0.1	4.5	-1	0.1
Cc1nc(Nc2ccc(Cl)cc2)c(C#N)c(=O)[nH]1	1	1	-0.6	4.9	-0.7	0.9	-7	-0.1	-2.0	6	0.3
O=C(N[C@H](CO)Cc1ccccc1)c1ccco1	0	1	-0.7	0.0	-1.1	1.2	2	0.5	2.6	4	0.3
CC(C)N1CCc2c(sc(NC(=O)CN3C(=O)c4ccccc4C3=O)c2C(N)=O)C1	-3	8	-0.4	2.0	-2.1	0.9	3	-0.1	-3.8	2	3.1
COCC(C)NC(=O)c1cc2cccc([N+](=O)[O-])c2[nH]1 (configuration not stated)	-1	1	2.9	2.5	0.3	1.5	4	-0.6	3.6	4	-0.4
CCC(C)(C)NC(=O)C(c1ccncc1)N(Cc1cccs1)C(=O)Cn1nnc2ccccc21 (configuration not stated)	1	-6	-1.3	3.8	-1.2	0.7	-16	-0.6	1.8	-19	-0.7
COc1ccc(-c2noc(CN(C)C(=O)c3ccoc3C)n2)cc1	-3	3	-1.3	1.0	-0.9	0.1	13	-0.1	-0.5	-2	0.3
COC(=O)C(C)n1nnc2sc(-c3ccccc3)cc2c1=O (configuration not stated)	1	7	-0.1	0.7	0.3	-0.2	6	-0.2	2.1	2	0.7
CCCCCCn1c(=O)n2n(c1=O)[C@@H]1CN(S(=O)(=O)c3ccc(C)cc3)C[C@]1(O)[C@@H](OC(=O)NCc1ccccc1)C2	-3	-2	-0.6	-0.7	-1.2	0.1	-25	0.0	4.0	-7	-0.6
COCCNc1nc(Nc2ccc(C(=O)OC)cc2)c2sccc2n1	-6	8	-3.3	0.6	-1.5	x	-4	-3.2	-4.0	3	0.9

Three of the entries above in order of their number in SMARCA2 activ, ascending.
| SMILES | SMARCA2 activ |
| --- | --- |
| COCCNc1nc(Nc2ccc(C(=O)OC)cc2)c2sccc2n1 | -6 |
| CCCCCCn1c(=O)n2n(c1=O)[C@@H]1CN(S(=O)(=O)c3ccc(C)cc3)C[C@]1(O)[C@@H](OC(=O)NCc1ccccc1)C2 | -3 |
| COC(=O)C(C)n1nnc2sc(-c3ccccc3)cc2c1=O (configuration not stated) | 1 |
